# Compound activity (PubChem)
# FLuc counter = qHTS profiling assay for firefly luciferase inhibitor/activator using purifed enzyme and Km concentrations of substrates (counterscreen for miR-21 project); Luciferin 4-monooxygenase (Photinus pyralis), P08659; purified FLuc, Km substrates, luminescence inhibition; Potency, µM (titrated, usually from 57.5 µM), for the others: top-dose activity change, negative = inhibition, usual class: inhibitors; 360,000 compounds, 6.9% hits; AID 588342, 2011;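 also: potency is read from the fitted curve at half-maximal effect; plate controls were vehicle for no effect and reference inhibitor for full effect; nearly all actives have a fitted effect of over 55% in size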
#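 Purified P. pyralis luciferase (10nM final) with 10uM D-luciferin and 10uM ATP (Km levels) in 50mM Tris acetate pH 7.5, 10mM Mg acetate, 0.01% Tween-20, 0.05% BSA; qHTS 6-point titration, ~60 µM downward; luminescence read.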
# ELG1 DNA repair = qHTS screen for small molecules that inhibit ELG1-dependent DNA repair in human embryonic kidney (HEK293T) cells expressing luciferase-tagged ELG1 | AID 504467, 2011 | 330,000 compounds, 2.3% hits | Potency, µM (titrated, usually from 46.1 µM), without a hit: at the highest dose activity change, negative = inhibition, usual class: inhibitors | HEK293T ELG1-luciferase reporter, luminescence, 16 h; DNA damage induced by 5-fluorouridine; also: potency is read from the fitted curve at half-maximal effect; % is scaled to controls: 0 for no effect and ±100 for the full control effect; nearly all actives have a fitted effect of over 55% in size
#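 Luminescence from the luciferase reporter, measured 30 min after ONE-Glo reagent at room temperature, was the read-out. Beforehand, 2,000 cells per well were exposed for 16 hr at 37 °C to 5-fluorouridine together with compound or vehicle.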
# NPC1 prom act = qHTS Assay for NPC1 Promoter Activators | Huh7 NPC1 promoter luciferase reporter, 24 h | 320,000 compounds, 2.4% hits | Potency, µM (series often up to 9.22 µM), without a hit: at the top dose activation, actives largely listed as activators | AID 485313, 2010;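 also: potency is read from the fitted curve at half-maximal effect; % of control where 0% means no effect; nearly all actives have a fitted effect of over 60% in size; reporter is driven by a mutant NPC1 promoter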
#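 Luminescence from an NPC1 promoter-driven luciferase reporter in stably transfected Huh7 cells was measured after 24 h compound treatment at 37 °C, followed by 10 min ambient incubation with luciferase detection reagent.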
# Menin MLL FP TR = qHTS Assay for Inhibitors Targeting the Menin-MLL Interaction in MLL Related Leukemias: Competition With Texas Red Labeled MLL-derived Mutant Peptide | 270,000 compounds, 0.23% hits | Menin + Texas Red MLL mutant peptide, fluorescence polarization | O00255 | Potency, µM (titrated, usually from 61.6 µM), without a hit: at the highest dose FP activity change, negative = inhibition, actives largely listed as inhibitors | AID 1768, 2009; active = well fitted inhibition curve with a large enough effect in the polarisation, with a control signal flat, not every such curve was filed as active; inconclusive = small, poorly fitted or top-dose-only effect, or effect the other way, or a change in a side signal; inactive = no such curve, though single readings can be large or run the other way; the % refers to the polarisation; also: potency is read from the fitted curve at half-maximal effect; % of control where 0% means no effect; many of its hits are not listed in these tables
# MBNL1-CUG inh = qHTS Assay for Inhibitors of MBNL1-poly(CUG) RNA binding; TR-FRET MBNL1-His/biotin-(CUG)12 binding, 665/545 ratio; Potency, µM (titrated, usually from 57.5 µM), inactives show at the highest dose activity change, negative = inhibition, most hits filed as inhibitors; 280,000 compounds, 0.036% hits; AID 2675, 2010; active = well fitted inhibition curve with a large enough effect in the signal ratio, with a control signal flat, not every such curve was filed as active; inconclusive = small, poorly fitted or top-dose-only effect, or effect the other way, or a change in a side signal; inactive = no such curve, though single readings can be large or run the other way; the % refers to the signal ratio; also: potency is read from the fitted curve at half-maximal effect; % is scaled to controls: 0 for no effect and ±100 for the full control effect
# Target sequence (Q9NR56 whole entry, looked up): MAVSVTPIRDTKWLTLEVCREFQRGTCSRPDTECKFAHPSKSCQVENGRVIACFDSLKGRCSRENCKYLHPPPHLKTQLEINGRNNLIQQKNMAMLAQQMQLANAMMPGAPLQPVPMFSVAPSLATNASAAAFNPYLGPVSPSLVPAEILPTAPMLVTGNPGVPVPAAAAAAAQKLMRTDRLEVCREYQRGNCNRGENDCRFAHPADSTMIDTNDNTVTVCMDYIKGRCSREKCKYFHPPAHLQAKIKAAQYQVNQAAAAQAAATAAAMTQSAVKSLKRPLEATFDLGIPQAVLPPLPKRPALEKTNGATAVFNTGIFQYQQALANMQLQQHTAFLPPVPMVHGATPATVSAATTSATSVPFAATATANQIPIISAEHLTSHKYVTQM
#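 Ratiometric TR-FRET (665 over 545 nm, excitation 340 nm) tracks disruption of MBNL1-His/biotin-(CUG)12 complex after 60 min at room temperature, with compounds at 92 nM to 58 uM final.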
# Rab9 promoter act = qHTS Assay for Rab9 Promoter Activators; Huh7 Rab9 promoter-luciferase reporter, luminescence, 24 h; Potency, µM (series often up to 9.22 µM), for inactives: at the highest dose activation, negative = inhibition, hits mostly activators; 320,000 compounds, 2.8% hits; AID 485297, 2010; also: potency is read from the fitted curve at half-maximal effect; % of control where 0% means no effect; nearly all actives have a fitted effect of over 60% in size
#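 Luminescence read-out: Huh7 cells stably expressing Rab9-luciferase, treated 24 h with compound at 37 °C, then lysed with luciferase reagent for 10 min at ambient before reading.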
# KCNH2 3.1 inh = qHTS for Inhibitors of KCHN2 3.1: Mutant qHTS; Potassium voltage-gated channel subfamily H member 2, brain isoform KCNH2 3.1 (human); U2OS KCNH2 3.1, thallium flux FluxOr; hits give low values; activity change, % (tested at about 1.8 µM); 340,000 compounds, 0.95% hits;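 active = maximum activity change below -70%; inconclusive = maximum activity change from -70% to -50%; inactive = maximum activity change above -50%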;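 also: thallium influx rate constant from kinetic fluorescence after stimulation buffer; % is scaled to controls: 0 for no effect and ±100 for the full control effect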
#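 Steps: virus added to U2OS suspension (4 h, RT, dark); medium with 10% FBS added, cells plated, 37 C overnight; FluxOr/Red40 loading buffer 45 min RT; stimulation buffer, 2 min kinetic read; rate constant normalized.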
# Gal4-VP16 FLuc = VP16 counterscreen qHTS for inhibitors of ROR gamma transcriptional activity; Drosophila S2 Gal4-VP16 UAS-luciferase, luminescence, 20 h; Potency, µM (titrated, usually from 53.6 µM), for the others: at the top dose activity, negative = inhibition, actives largely listed as inhibitors; 310,000 compounds, 3.5% hits; AID 2546, 2010;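 also: Gal4-VP16 expression switched on by copper sulfate through the metallothionein promoter; potency is read from the fitted curve at half-maximal effect; % is scaled to controls: 0 for no effect and ±100 for the full control effect; nearly all actives have a fitted effect of over 50% in size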
# RORgamma inh = qHTS for inhibitors of ROR gamma transcriptional activity | Nuclear receptor ROR-gamma (Mus musculus), P51450 | Potency, µM (titrated, usually from 53.6 µM), without a hit: at the highest dose activity change, negative = inhibition, hits mostly inhibitors | Drosophila S2 Gal4-RORgamma UAS-luciferase reporter, 20 h | 310,000 compounds, 5.4% hits; also: potency is read from the fitted curve at half-maximal effect; % is scaled to controls: 0 for no effect and ±100 for the full control effect; nearly all actives have a fitted effect of over 60% in size
#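 Schneider cells (Drosophila), stable Gal4 DBD–ROR gamma + UAS-luc; 1 hr cmpd preincubation; Cu2+ induction 700 uM final; 20 hr ambient; luminescence.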
# Mito fusion yeast = qHTS Assay for Small Molecule Inhibitors of Mitochondrial Division or Activators of Mitochondrial Fusion; S. cerevisiae fusion-defective mutant growth rescue, CellTiterGlo 48 h; Potency, µM (top dose mostly 46.1 µM), for the others: at the highest dose growth rescue (activation), actives largely listed as activators; 320,000 compounds, 0.23% hits; AID 485298, 2010;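 also: potency is read from the fitted curve at half-maximal effect; % of control where 0% means no effect; nearly all actives have a fitted effect of over 45% in size; temperature-sensitive fusion mutants such as fzo1-1 at 37 °C on non-fermentable ethanol glycerol medium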
#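 Luminescent cell viability in 1536-well qHTS format served as the measure of rescued growth in ts fusion-mutant S. cerevisiae cultured on non-fermentable YPEG for 48 hours at 37C.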
# PKM2 activator = qHTS Assay for Activators of Human Muscle isoform 2 Pyruvate Kinase; 260,000 compounds, 0.34% hits; Potency, µM (highest dose often 57.5 µM), without a hit: at the top dose activation, most hits filed as activators; Pyruvate kinase PKM (Homo sapiens), P14618; purified PKM2, Kinase-Glo ATP luminescence, activation; response scale: 0% is enzyme alone, no compound; also: potency is read from the fitted curve at half-maximal effect; % is scaled to controls: 0 for no effect and ±100 for the full control effect; nearly all actives have a fitted effect of over 55% in size
# Target sequence (P14618 whole entry, looked up, canonical isoform): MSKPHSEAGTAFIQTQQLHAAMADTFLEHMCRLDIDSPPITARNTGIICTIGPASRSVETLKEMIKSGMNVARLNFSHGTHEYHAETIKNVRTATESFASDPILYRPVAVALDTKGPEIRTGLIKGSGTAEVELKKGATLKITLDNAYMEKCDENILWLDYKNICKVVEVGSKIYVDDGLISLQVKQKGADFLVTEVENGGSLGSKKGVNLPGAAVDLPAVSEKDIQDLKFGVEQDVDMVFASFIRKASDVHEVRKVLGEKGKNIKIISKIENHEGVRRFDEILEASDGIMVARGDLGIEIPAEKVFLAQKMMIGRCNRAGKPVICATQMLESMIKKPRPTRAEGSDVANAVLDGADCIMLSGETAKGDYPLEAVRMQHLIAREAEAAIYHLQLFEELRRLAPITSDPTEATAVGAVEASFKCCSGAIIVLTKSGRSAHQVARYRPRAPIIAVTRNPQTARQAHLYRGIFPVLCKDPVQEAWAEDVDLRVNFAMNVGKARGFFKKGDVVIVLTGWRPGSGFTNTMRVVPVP
#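 ATP formation by purified human PK-M2, quantified via coupled luciferase luminescence after 1 h at room temperature with 0.1 mM ADP and 0.5 mM PEP final.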
# * marks the source's active call; other numbers are inactive results; ? = inconclusive; . = not tested or not shown; & = joins results of further samples; [ ] = dose if it differs, or a comment. Unless noted, calls follow the shape of the dose curve; as a rule, active = well fitted curve in the direction sought with a large enough effect; inconclusive = small, poorly fitted or top-dose-only effect, or another doubt; inactive = no such curve, though single readings can be large; an effect the other way counts as inactive or inconclusive. Some of the compounds tested; rates above refer to the full screens.
SMILES,FLuc counter,ELG1 DNA repair,NPC1 prom act,Menin MLL FP TR,MBNL1-CUG inh,Rab9 promoter act,KCNH2 3.1 inh,Gal4-VP16 FLuc,RORgamma inh,Mito fusion yeast,PKM2 activator
O=C(c1cccc(F)c1)N1CCN(S(=O)(=O)c2ccccc2)CC1,1%,0%,0%,1%,6%,-5%,4,3%,4%,1%,-18%
COc1cc(C(=S)N2CCOCC2)ccc1OC(=O)c1cc([N+](=O)[O-])cc([N+](=O)[O-])c1,-1%,-4%,-1%,6%,?,-3%,2,-5%,6%,-4%,0%
Cc1ccc(Nc2nc(-c3cccs3)cs2)nc1,0.24µM*,?,0.45µM*,?,14%,0.45µM*,-9,13µM*,11µM*,17%,-2%
O=C(CCN1CCCCC1)Nn1c(=S)[nH]c2ccccc2c1=O,-21%,?,3%,9%,9%,8%,-26,-1%,-34%,0%,-1%
O=S(=O)(NC1CCCCC1Sc1ncccn1)c1ccccc1 (stereo not given),0%,0%,0%,-7%,.,-3%,19,-3%,12%,2%,-3%
O=S(=O)(NCc1ccco1)c1cnc(Cl)c(Cl)c1,-1%,10%,-7%,.,.,1%,-4,-1%,-19%,-4%,8%
Cc1ccc(S(=O)(=O)CCSc2n[nH]c(=O)n2-c2ccc3c(c2)OCCO3)cc1,0%,-6%,-5%,.,10%,-7%,15,4%,30%,-1%,-4%
CCc1ccc2c(Cl)c(C(=O)N/N=C/c3c[nH]c4ccccc34)sc2c1,19µM*,14%,3%,?,6%,4%,2,-7%,8.9µM*,6%,4%
O=c1sc2ccccc2c(N2CCCC2)c1[N+](=O)[O-],-3%,?,-1%,0%,4%,2%,-6,-1%,-8%,-3%,-10%
O=C(CNC(=S)N(CCCN1CCOCC1)Cc1cccs1)N1CCCC1,3%,-8%,-3%,0%,-3%,-1%,11,24%,4%,-1%,1%
CCOC(=O)NC(NCc1ccccc1Cl)(C(F)(F)F)C(F)(F)F,0%,4%,0%,5%,-2%,1%,-3,-7%,-5%,-2%,-2%
COc1ccc(-c2cc(C(F)(F)F)nc(SCC(=O)Nc3cc(C)on3)n2)cc1,0%,?,-21%,3%,12%,-25%,-3,1%,-23%,-9%,1%
CC1(C)CC(=NOC(=O)c2ccccc2)CC(C)(C)N1O,5%,12%,-5%,-1%,.,-5%,7,-7%,-14%,-5%,7%
O=C(NCCCn1ccnc1)C(=O)NCC1OCCN1S(=O)(=O)c1ccc(F)cc1 (stereo not given),-7%,9%,0%,-13%,8%,0%,10,1%,-5%,11%,-6%
CCOC(=O)c1c(Nc2ccccc2OCCOC)n[nH]c1C,7%,21µM*,2%,.,-15%,-1%,-3,-6%,-11%,10%,3%
O=C(CCn1nnc2ccccc2c1=O)N[C@H](C(=O)O)c1ccccc1,0%,0%,-3%,4%,-1%,13%,29,-13%,7%,-1%,-4%
Cc1ccc(/C=N/N2CCN(c3ccccc3)CC2)cc1,-19%,?,?,18%,-5%,3.5µM*,6,-7%,13%,0%,-11%
COCCn1ccc2c(OCC(=O)NCCc3ccccc3)cccc2c1=O,-1%,-2%,-10%,.,.,-5%,10,.,.,-4%,.
N#Cc1nc(COc2ccccc2Cl)oc1NCc1ccc(F)cc1,1%,0%,0%,-13%,-8%,0%,6,-3%,27%,3%,15%
CC(C)(C)c1ccc(CS(=O)(=O)CC(O)CN2CCCC2=O)cc1 (stereo not given),3%,-1%,0%,0%,1%,-3%,12,-1%,3%,3%,.
Nc1c2c(nc3c1CCC3)CCCC2,0%,.,0%,-1%&-6%,-7%,-5%,.,-2%&-4%,-14%&25%,0%,-2%
CSc1ncccc1C(=O)N1CCN(S(=O)(=O)c2cc(C)ccc2C)CC1,4%,-1%,2%,.,-6%,-2%,7,-2%,13%,0%,.
CN(CC(=O)Nc1ccc(Cl)c(C(F)(F)F)c1)C(=O)C1CCC1,-2%,-1%,-4%,.,.,-1%,-5,.,.,1%,.
Brc1cccc(CN2CCN(c3ncccn3)CC2)c1,6%,-2%,-5%,6%,1%,2%,26,1%,-1%,0%,-1%
CSc1ccc(/C=N/S(=O)(=O)c2ccccc2)cc1,7%,8%,-1%,12%,-2%,4%,-7,2%,19%,2%,.

# Going on with the list.
SMILES,FLuc counter,ELG1 DNA repair,NPC1 prom act,Menin MLL FP TR,MBNL1-CUG inh,Rab9 promoter act,KCNH2 3.1 inh,Gal4-VP16 FLuc,RORgamma inh,Mito fusion yeast,PKM2 activator
COc1cccc(N2CC(C(=O)Nc3nnc(SCC(=O)Nc4cc(C)on4)s3)CC2=O)c1 (stereo not given),1%,-12%,-3%,-5%,-4%,-4%,16,0%,2%,5%,4%
CC1(C)Cc2ccccc2C(N/N=C/c2ccc([N+](=O)[O-])cc2)=N1,-6%,?,-3%,7%,14%,-2%,3,-5%,0%,-6%,0%
O=C(OCC(=O)N1CCN(c2ccccc2)CC1)c1ccc2ccccc2n1,-3%,13%,1%,-8%,?,-2%,-3,-2%,-10%,0%,0%
C/C(=N\NC(=O)c1ccccc1F)c1cccc(NC(=O)c2ccccc2)c1,2.7µM*,?,24%,.,0%,11%,-9,-5%,-17%,1%,-4%
COc1ccc(NS(=O)(=O)c2cccc(NC(=O)c3ccccn3)c2)cc1,-4%,?,2%,.,-9%,-16%,-5,?,?,3%,25%
Cc1cc(C(=O)CSc2nncn2C)c(C)n1-c1ccccc1,8.5µM*,?,2µM*,-12%,.,0.45µM*,7,-15%,-44%,-4%,-1%
Cc1ccc2c(c1)c1ncnc(N3CCC4(CC3)OCCO4)c1n2C,11µM*,?,17%,-12%,-2%,16%,.,?,-15%,-4%,1%
CC(=O)Nc1ccc(N2C(=O)C3C4CC(=O)C(c5ccccc54)C3C2=O)cc1 (stereo not given),7%,?,-1%,-7%,0%,2%,3,10%,28%,-5%,7%
Cc1cccc(-c2cc3nc4c(c(N5CCCC(O)C5)n3n2)CCC4)c1 (stereo not given),-17%,16µM*,0%,7%,-5%,-3%,-3,-2%,-4%,?,0%
COc1ccccc1CNC(=O)COC(=O)C1CCN(S(=O)(=O)c2ccc(C)c(C)c2)CC1,2%,14%,6%,.,.,-2%,-17,.,.,4%,.
COCCN(C(=O)CCCC(=O)Nc1ccccn1)C(C(=O)NC1CCCCC1)c1ccc(C)cc1 (stereo not given),0%,0%,2%,-7%,-11%,5%,-35,-5%,3%,2%,0%
CCOc1ccccc1N(CC(=O)NC1CCCCC1)S(C)(=O)=O,-3%,4%,0%,4%,-1%,1%,-1,-3%,0%[10 µM],-4%,-16%
Cc1ccc(N=Nc2c(O)ccc3n[nH]nc23)cc1,11µM*,?,1.6µM*,?,?,?,-1,?,?,-16%,-7%
CS(=O)(=O)c1ccc(Cl)c(NC(=O)COc2ccc3c(c2)CCC3)c1,2%,0%,-2%,.,.,-7%,8,.,.,0%,.
O=C1C2C3C=CC(C3=C(c3ccccc3)c3ccccc3)C2C(=O)N1CCO (stereo not given),12%,-9%,-2%,1%,2%,-8%,1,-2%,28%,-2%,15%
O=C(O)C(NS(=O)(=O)c1cccc2nsnc12)c1ccccc1 (stereo not given),1%,-7%,3%,.,?,-2%,1,2%,0%,0%,-2%
CC1Sc2ccc(S(=O)(=O)CCC(=O)N3CCN(c4ccccc4F)CC3)cc2NC1=O (stereo not given),-1%,?,-4%,-6%,1%,-2%,-6,?,5%,9%,0%
O=C(NCc1csc2ccc(Cl)cc12)Nc1cccc2ccccc12,-2%,8%,-3%,.,12%,2%,-19,-1%,-18%,0%,-41%
O=C1CCc2ccccc2N1,-2%,10%,-4%,.,.,-7%,-20,0%,2%,-3%,0%
C/C(=N\Nc1nc(N2CCCCC2)nc(N2CCOCC2)n1)c1ccccc1O,-1%,?,-4%,25%,-16%,-8%,9,-4%,3%,4%,0%
CCS(=O)(=O)Nc1cccc(C2=NN(C(=O)c3ccco3)C(c3ccco3)C2)c1 (stereo not given),-5%,-14%,-26%,11%,?,-7%,9,6%,8%,5%,?
